Compound activity (PubChem BioAssay)
NF-kB expr up = compounds increasing NF-kB expression in human neuronal cells; NF-kB reporter expression; hits give high values; fold change at 12.5 µM; 190,000 compounds, 1.6% hits; AID 1239; in the data active means fold change above about 3.3
APP 5'UTR act = APP 5'UTR luciferase reporter activation | SH-SY5Y APP 5'UTR luciferase reporter, luminescence; zero percent = DMSO vehicle wells | activation, % at 2 µM | 190,000 compounds, 1% hits;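 active means activation above a set limit, based on mean plus 3 SD of controls, cut at about 140% in these data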; further: values of inactives mirror those of a sister screen read the other way
TNAP inh hiacc = inhibitors of human TNAP at high phosphate acceptor concentration. 200,000 compounds, 0.03% hits. AID 1135. purified TNAP, CDP-star luminescence, 1 M DEA. inhibition, % at 20 µM. P05186;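 active means over 50% inhibition of tissue-nonspecific alkaline phosphatase at 20 µM in the single-dose screen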;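 further: plate controls were DMSO wells for no effect and EDTA-quenched wells as full inhibition for full effect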
Target sequence (P05186 whole entry, looked up): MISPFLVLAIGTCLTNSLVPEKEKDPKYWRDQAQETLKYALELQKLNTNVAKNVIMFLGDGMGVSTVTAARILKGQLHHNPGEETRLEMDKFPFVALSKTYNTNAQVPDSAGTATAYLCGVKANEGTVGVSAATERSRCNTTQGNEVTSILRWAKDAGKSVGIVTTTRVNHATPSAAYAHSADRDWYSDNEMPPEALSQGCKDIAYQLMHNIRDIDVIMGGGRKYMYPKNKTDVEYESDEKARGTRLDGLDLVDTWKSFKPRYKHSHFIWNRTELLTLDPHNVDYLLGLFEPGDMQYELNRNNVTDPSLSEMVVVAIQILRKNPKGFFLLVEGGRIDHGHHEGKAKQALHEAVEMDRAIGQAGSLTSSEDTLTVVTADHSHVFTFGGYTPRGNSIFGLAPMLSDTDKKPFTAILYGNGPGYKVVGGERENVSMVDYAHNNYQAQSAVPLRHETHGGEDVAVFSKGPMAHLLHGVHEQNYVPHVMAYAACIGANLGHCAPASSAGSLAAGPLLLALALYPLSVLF
PMI act = phosphomannose isomerase (human) activation. P34949. purified human PMI, coupled resazurin fluorescence, 20 min; hits give high values; 1 = vehicle control, 0 substrate-free wells. activation factor at 20 µM. 190,000 compounds, 0.005% hits;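 active means activation factor of 2 or more at 20 µM, relative to plate controls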
Target sequence (P34949 whole entry, looked up): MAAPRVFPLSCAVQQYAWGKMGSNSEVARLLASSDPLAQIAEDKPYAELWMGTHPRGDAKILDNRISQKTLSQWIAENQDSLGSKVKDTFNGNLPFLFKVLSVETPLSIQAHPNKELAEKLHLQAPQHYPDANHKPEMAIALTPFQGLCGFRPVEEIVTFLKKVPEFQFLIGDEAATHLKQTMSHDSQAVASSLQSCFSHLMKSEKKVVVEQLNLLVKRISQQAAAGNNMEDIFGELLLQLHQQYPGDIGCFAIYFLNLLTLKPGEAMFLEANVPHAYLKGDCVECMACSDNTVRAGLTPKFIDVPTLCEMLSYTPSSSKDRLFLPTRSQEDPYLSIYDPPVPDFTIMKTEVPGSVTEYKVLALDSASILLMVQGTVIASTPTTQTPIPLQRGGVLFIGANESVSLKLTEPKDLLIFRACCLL
TNAP inh noacc = blocks human TNAP activity with no phosphate acceptor present | 200,000 compounds, 0.26% hits | purified TNAP, CDP-star luminescence, 30 min | P05186 | inhibition, % at 20 µM;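 active means tissue-nonspecific alkaline phosphatase inhibition above about 50% at 20 µM in the single-dose screen, limit read from the data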;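 further: 0% = DMSO negative control and 100% = EDTA positive control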
TNAP act hiacc = increases human TNAP activity under high phosphate acceptor concentration. P05186. purified TNAP, CDP-star luminescence, 1 M DEA, 30 min; hits give high values; 0 = EDTA background, 1 = DMSO-only activity. activation factor at 20 µM. 200,000 tested, under 10 active;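 active means activation factor at least 2 at 20 µM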
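Test system – human TNAP · Doses – 20 µM single point · Incubation – 30 min, room temperature · Signal – luminescent substrate turnover signal · Read-out basis – activation factor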
bIAP act = increases bovine intestinal alkaline phosphatase activity | purified bovine IAP, CDP-star luminescence, 30 min; hits give high values; fold of DMSO-control signal, blank-subtracted | activation factor at 20 µM | 200,000 compounds, 0.17% hits | AID 1016;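 active means activation factor of 2 or more at 20 µM, a signal rise over negative controls twice the positive control's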
FLuc inhib CS = Photinus pyralis luciferase inhibition counter-screen | P08659 | ATPLite firefly luciferase biochemical luminescence, 10 min | inhibition, % at 10 µM | 200,000 compounds, 1.5% hits | AID 1006;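 active means inhibition above about 50% when tested at 10 µM, limit read from the data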
PMI act hi M6P = increases human PMI activity with near-saturating mannose 6-phosphate | P34949 | coupled PMI enzyme assay, resazurin fluorescence, 20 min; hits give high values; 1 = untreated enzyme, 0 = substrate-free blank | activation factor at 20 µM | 190,000 compounds, 0.34% hits;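 active means activation factor of 2 or more at 20 µM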
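Test system: Human PMI in coupled enzyme assay | Input: 15 ng/mL PMI | Medium: HEPES-buffered pH 7.4 with magnesium and detergent | Compound: One concentration, 20 µM, in 1% DMSO | Incubation: Enzyme reaction with compound 20 min at room temperature | Detection: Diaphorase-driven resazurin-to-resorufin fluorescence, excitation 544, emission 590 nm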
FLuc stim CS = firefly luciferase counter-screen for stimulation assays | P08659 | activation factor at 10 µM | 200,000 tested, under 10 active | ATPlite luciferase biochemical, luminescence, 10 min; 0 = ATP-free wells, 1 = DMSO control | AID 1027;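 active means luciferase activation factor, scaled between plate controls, of at least 2 with compound at 10 µM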
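Material: Luciferase/luciferin reagent mix; Doses: test compounds dosed from 2 mM stocks in 100% DMSO; Schedule: 10 min incubation after luciferase reagent addition, room temperature; Measured by: luminescence from luciferase reaction; Read-out: luminescence gain marking luciferase activators.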
Starred values were filed as active, the others as inactive; . = not tested or not shown.

SMILES	NF-kB expr up	APP 5'UTR act	TNAP inh hiacc	PMI act	TNAP inh noacc	TNAP act hiacc	bIAP act	FLuc inhib CS	PMI act hi M6P	FLuc stim CS
Cc1ccc(C(=O)O/N=C2\CCCc3ccccc32)cc1	1.6	-4.2	-2.4	0.9	-9.3	1	1	93.5*	1	0.1
CCc1cccc(CC)c1NC(=O)COC(=O)CC1c2ccccc2CCN1S(=O)(=O)c1ccccc1 (stereo not drawn)	0.78	17.2	-10.4	0.8	-78.6	1.1	0.8	-2.3	0.9	1
COc1ccc2cc(C(c3nnnn3Cc3ccc(F)cc3)N3CCCCCC3)c(=O)[nH]c2c1 (stereo not drawn)	1.3	0.3	-2.0	1.2	-0.3	1	1	0.3	1.6	1
CCNC(=O)C1CCCN(c2nc(C)cc(C)n2)C1 (stereo not drawn)	0.96	-3.7	-2.8	0.9	-6.4	1	0.9	-3.4	0.9	1
Nc1nc2n(n1)C(c1cccs1)CC(c1ccc(F)cc1)N2 (stereo not drawn)	0.97	11.7	0.6	1	-4.6	1	1	-1.2	1	1
CN1C(=O)C(CC(=O)Nc2ccc(Cl)cc2)N(Cc2ccco2)C1=S (stereo not drawn)	1.01	-0.6	0.6	0.9	-8.3	1	1	-3.0	0.9	1
NS(=O)(=O)c1ccc(NCc2cc(Cl)ccc2OCc2ccccc2F)cc1	1.18	5.6	-3.1	0.8	-12.6	1	0.9	-3.7	0.8	1
Cc1ccnc(SCC(=O)n2c3c(c4ccccc42)CC(C)CC3)n1 (stereo not drawn)	0.97	-1.3	-2.2	0.8	-0.6	1	0.9	-5.2	0.8	1.1
O=C(Cn1c(CO)nc2ccccc21)NCCc1ccccc1	1.21	3.0	-4.8	1.1	-14.6	1	1	-2.5	1	1
COc1ccc(/C=N/n2c(SC)nnc2-c2ccccc2)cc1C	2.09	-10.3	-3.2	0.9	3.2	1	1.2	-7.1	1	1.1
COC(=O)c1ccccc1-c1ccc(/C=N/NC(=O)c2cc3ccccc3o2)o1	1.19	-13.4	-2.4	0.8	-8.4	1	0.9	-1.1	0.9	1
Cn1c(C(C#N)C(=O)c2sc3ccccc3c2Cl)nc2ccccc21 (stereo not drawn)	0.87	7.0	-3.4	0.9	-3.0	1	1	-4.3	1	1
CCOC(=O)N1CCN(C(=O)c2ccc(NC(C)=O)cc2)CC1	1.13	0.6	-3.9	1	-9.5	1	1	-5.0	1	1.1
Cc1nc(N2CCC(C)CC2)c(C#N)c(C)c1[N+](=O)[O-]	1.14	1.1	-2.0	.	-7.5	1	0.9	-7.2	.	1.1
Cc1ccc(-n2nc3ccc(NC(=O)/C=C/c4ccco4)cc3n2)cc1	1.46	4.1	-4.1	1	-6.2	1	0.9	6.8	1	0.9
Cc1cc(=O)oc2ccc(OCC(=O)N3CCc4ccccc43)cc12	0.65	2.5	-4.4	1	-7.2	1	0.8	-4.0	1	1
Cc1ccccc1N(CC(=O)N/N=C/c1ccc(N(C)C)cc1)C(=O)c1ccccc1	0.8	-1.5	-2.6	0.8	0.5	1	0.8	1.9	0.9	1
COCC(=O)Nc1nnc(Cc2ccc(OC)c(OC)c2)s1	1.22	-3.7	-6.6	1	-9.2	1.1	1	-0.7	1	1
COc1cc(-c2c(C#N)c(N)nc3c2CCCC3)cc(OC)c1OC	0.73	8.4	-4.1	1	-9.4	1	0.7	-8.1	1	1.1
CC(C)(C)n1nnnc1C(c1cccs1)N1CCCc2ccccc21 (stereo not drawn)	1.07	31.2	1.9	0.9	-4.3	1	0.9	-2.8	0.9	1
CCCCCCn1c(N2CCN(c3ccccc3)CC2)nc2c1c(=O)n(C)c(=O)n2C	0.61	-1.6	3.9	1	0.2	1	1	2.1	0.9	1
OC(COc1ccccc1Cl)CN1CCN(CC(O)COc2ccccc2Cl)CC1 (stereo not drawn)	0.47	2.7	-4.2	1	-5.4	1	1.1	-2.8	1	1
CCOC(=O)C1=C(C)NC2=C(C(=O)CC(C)(C)C2)C1c1ccsc1 (stereo not drawn)	1.08	8.9	-2.6	1	-17.3	1	1	-5.6	1	1.1
COc1c(C)cc(Br)cc1C(=O)Nc1ccc(Cc2ccncc2)cc1	0.97	6.2	-1.1	1	-5.4	1	1.1	-1.6	0.9	1
CCOC(=O)C1(C)NC(c2ccc(N(C)C)cc2)C2C(=O)N(CC)C(=O)C21 (stereo not drawn)	1.3	4.7	-6.3	1	-11.6	1.1	1	-5.7	0.9	1.1

Compound profiles, from the list above. Screens in order: NF-kB expr up, APP 5'UTR act, TNAP inh hiacc, PMI act, TNAP inh noacc, TNAP act hiacc, bIAP act, FLuc inhib CS, PMI act hi M6P, FLuc stim CS
Listed for `COc1c(C)cc(Br)cc1C(=O)Nc1ccc(Cc2ccncc2)cc1` = 0.97, 6.2, -1.1, 1, -5.4, 1, 1.1, -1.6, 0.9, 1
Listed for `OC(COc1ccccc1Cl)CN1CCN(CC(O)COc2ccccc2Cl)CC1` (stereo not drawn) = 0.47, 2.7, -4.2, 1, -5.4, 1, 1.1, -2.8, 1, 1
Listed for `O=C(Cn1c(CO)nc2ccccc21)NCCc1ccccc1` = 1.21, 3.0, -4.8, 1.1, -14.6, 1, 1, -2.5, 1, 1
Listed for `CCc1cccc(CC)c1NC(=O)COC(=O)CC1c2ccccc2CCN1S(=O)(=O)c1ccccc1` (stereo not drawn) = 0.78, 17.2, -10.4, 0.8, -78.6, 1.1, 0.8, -2.3, 0.9, 1
Listed for `Cc1ccc(-n2nc3ccc(NC(=O)/C=C/c4ccco4)cc3n2)cc1` = 1.46, 4.1, -4.1, 1, -6.2, 1, 0.9, 6.8, 1, 0.9

(cont.)
SMILES	NF-kB expr up	APP 5'UTR act	TNAP inh hiacc	PMI act	TNAP inh noacc	TNAP act hiacc	bIAP act	FLuc inhib CS	PMI act hi M6P	FLuc stim CS
Cn1nc(C(C)(C)C)cc1C(=O)NCc1ccc(N2CCCC2=O)cc1	0.73	16.1	-4.0	1	-14.2	1	1	-4.4	1	1
CCOCCCNC(=O)NC12CC3CC(CC(C3)C1)C2	1.02	11.1	-8.7	1.1	-9.9	1.1	1	-10.2	1	1.1
Cc1ccc2oc3c(c(=O)c2c1)C(c1cccc(Br)c1)N(Cc1ccco1)C3=O (stereo not drawn)	1.33	-2.8	-6.0	1	-9.2	1.1	0.6	-4.9	1	1
COc1cccc(C2CC(c3ccccc3Cl)Nc3nc(N)nn32)c1 (stereo not drawn)	0.99	-2.1	1.5	1	2.7	1	1.1	-5.0	1	1.1
Clc1ccc(-c2csc(=Nc3cccnc3)n2CCCn2ccnc2)cc1Cl	1.1	-6.3	0.4	1	0.8	1	1.2	-3.3	1	1
CCn1c(=O)cc(SCC(=O)NCC2CCCO2)c2ccccc21 (stereo not drawn)	1.23	-9.3	-6.5	0.9	-13.8	1.1	1	-7.5	0.9	1.1
Cc1cc(C)n(CC(=O)n2nc(C)cc2C)n1	0.95	-1.5	-2.5	1	-16.8	1	0.9	-5.2	1	1.1
CCOC(=O)c1cc(CC)sc1NC(=O)c1ccc2c(c1)OCCO2	1.11	.	-3.3	0.8	-6.9	1	0.9	0.5	0.9	1
Cn1nnnc1SCC(=O)N1c2ccccc2Sc2ccccc21	1.21	3.6	2.8	1.1	4.9	1	1	-3.4	1.1	1
CC(C)N(C(=O)Cn1cc(SCC(N)=O)c2ccccc21)C(C)C	1.79	11.6	0.1	1	-8.5	1	0.9	-4.2	1	1
COc1cccc(NC(=S)N2CCN(c3ccc([N+](=O)[O-])cc3)CC2)c1	1.01	5.6	4.9	0.9	-3.5	1	0.8	-7.9	0.8	1.1
CC(=O)Nc1ccc(NC(=O)c2ccc(C)c(S(=O)(=O)Nc3cccc(C)c3)c2)cc1	0.83	-26.8	-5.8	0.9	-6.5	1.1	1	-4.1	0.9	1
C=CCn1c(COc2ccccc2F)nnc1SCCN1C(=O)c2ccccc2C1=O	0.86	20.9	2.7	0.8	-8.1	1	1	-4.5	0.9	1
CC(C)C(c1nnnn1Cc1ccccc1)N1CCC(C(N)=O)CC1 (stereo not drawn)	1.36	2.8	-8.8	0.9	-10.5	1.1	1.1	-5.0	1	1.1
COc1ccc(CN(CC2CCC(C(=O)O)CC2)C(=S)Nc2cc(Cl)ccc2OC)cc1 (stereo not drawn)	1	-7.8	-2.9	1.1	8.4	1	1.1	-11.7	1	1.1
Cc1sc2nc(SCC(=O)N3CCCCC3)[nH]c(=O)c2c1C	1.44	-7.5	-3.6	0.9	-8.9	1	1	-6.6	0.9	1.1
CCOc1cccc(NC(=O)c2cccc(F)c2)c1	1.31	18.5	-3.7	1	1.7	1	1	-6.0	1	1.1
CN1CCN(C(=O)Nc2cccc3ccccc23)CC1	0.96	8.0	-7.1	0.9	-9.6	1.1	0.9	-10.6	0.9	1.1
O=C(Nc1ccccc1Sc1ccccc1)c1ccc(F)cc1	1.09	0.5	2.5	0.8	-15.2	1	0.8	-2.3	0.9	1
Cc1cc2c(ncn2C)c(NS(=O)(=O)c2cc(Cl)ccc2Cl)c1C	0.9	11.9	-2.4	0.9	-9.1	1	0.9	1.9	0.9	1
COC(=O)CN1C(=O)C2(C(C#N)=C(N)Oc3n[nH]c(-c4cccs4)c32)c2ccccc21 (stereo not drawn)	0.93	-11.3	-3.7	1	0.9	1	1	-7.8	0.9	1.1
CCCCNC(=O)c1cc(-c2ccc(F)cc2)on1	11.5*	93.1	-2.1	1.1	-9.7	1	1	9.2	1.1	0.9
O=C(NCc1ccc2c(c1)OCO2)c1ccc(S(=O)(=O)N2CCCCC2)cc1	0.89	8.5	-7.4	1.1	-13.7	1.1	0.9	-7.6	1.1	1.1
O=C(c1cccs1)N1CCC(c2nc3ccccc3s2)CC1	0.97	-2.1	-1.1	1	-8.8	1	1	-0.2	0.9	1
COc1cc(OC)cc(-c2nc3ccccc3c(=O)n2OC(=O)c2ccccc2C)c1	0.94	2.2	1.9	0.8	-8.1	1	0.4	-4.0	0.9	1
Remaining list, next part
SMILES	NF-kB expr up	APP 5'UTR act	TNAP inh hiacc	PMI act	TNAP inh noacc	TNAP act hiacc	bIAP act	FLuc inhib CS	PMI act hi M6P	FLuc stim CS
O=C(O)C1CCC(N2C(=O)C3C4CCC(C4)C3C2=O)CC1 (stereo not drawn)	0.88	4.6	-7.6	0.9	-6.7	1.1	0.9	-6.1	0.9	1.1
CC(C)OCCCNC(=O)c1cccc(NC(=O)c2ccccc2)c1	1.05	10.8	-5.1	1.1	-7.5	1.1	0.9	-2.5	1.1	1
CN(c1cccc(NC(=O)COc2ccccc2)c1)S(C)(=O)=O	1.67	25.2	-5.3	1	-10.5	1.1	1	14.7	1.1	0.9
Cc1cc(C)c(S(=O)(=O)N2CCN=C2c2ccccc2)c(C)c1	1.52	-3.9	2.7	0.9	-14.3	1	0.9	-2.8	1	1
O=C(Cc1ccccc1)Nc1ccc2c(c1)C(=O)N(CC1CCCO1)C2=O (stereo not drawn)	1.1	-12.7	-0.8	0.9	-5.0	1	0.9	14.3	0.9	0.9
COc1ccc(Cl)cc1C(=O)Nc1ccc2c(c1)OCO2	1.25	39.1	-3.1	0.9	-6.0	1	0.8	37.8	0.9	0.6

No enrichment for hits; 3.6% or so of the library scored in one or more.
